p47phox inh = p47phox/p22phox peptide binding inhibitors, primary screen, biochemical, uHTS, NADPH oxidase regulatory subunit | fluorescence polarization, 2 h | inhibition, % at 24.7 µM | hit rate 0.53% among 220,000 | AID 1274, 2008;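 active = inhibition above about 30%, limit read from the data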;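 note: 0% = p47phox with labelled peptide and 100% = labelled peptide alone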
p97 inhibitor = inhibitors of human p97 ATPase, primary screen, biochemical; Transitional endoplasmic reticulum ATPase (Homo sapiens), P55072; recombinant p97 ATPase, Kinase-Glo ATP luminescence, 3 h; inhibition, % at 8 µM; hit rate 0.42% among 220,000; AID 1481, 2009; in the data active = inhibition above about 15%;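 note: 0% = DMSO vehicle and 100% = wells lacking enzyme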
Runt-CBFb FRET = inhibitors of RUNX1 Runt–CBFb binding, primary screen, biochemical, FRET, Cerulean-Runt, Venus-CBFb, uHTS. inhibition, % at 20 µM. Cerulean-Runt/Venus-CBFb FRET ratio 530/480, 1 h. hit rate 0.46% among 220,000. Runt-related transcription factor 1 (Homo sapiens) + Core-binding factor subunit beta …;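 active = inhibition over about 50% at 20 µM in the single-dose screen, limit read from the data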;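 note: 0% = DMSO wells and 100% = excess unlabeled CBFb competitor control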
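Assay system: Cerulean-Runt domain fusion protein, energy donor; Signal: fluorescence energy transfer, 422 nm excitation, 530/480 nm emission; Timing: 1 h compound exposure, room temperature; Control set: unlabeled CBFb; Medium: Tris buffer pH 7.5 with salts and BSA; Compound: single test concentration of 20 µM, 1% DMSO final; Probe or stimulus: Venus-CBFb 100 nM.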
RBBP9 inh = human RBBP9 inhibitors, primary screen, biochemical, fluorescence polarization, FP-Rh probe, HTS; AID 1515, 2009; inhibition, % at 7.94 µM; Serine hydrolase RBBP9 (Homo sapiens), O75884; recombinant RBBP9; hit rate 0.2% among 220,000;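 active = inhibition above the campaign mean of all tested compounds plus 3 SD, cut at about 14% in these data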;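 note: plate controls were DMSO wells with RBBP9 for no effect and wells lacking RBBP9 protein for full effect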
Target sequence (O75884 whole entry, looked up): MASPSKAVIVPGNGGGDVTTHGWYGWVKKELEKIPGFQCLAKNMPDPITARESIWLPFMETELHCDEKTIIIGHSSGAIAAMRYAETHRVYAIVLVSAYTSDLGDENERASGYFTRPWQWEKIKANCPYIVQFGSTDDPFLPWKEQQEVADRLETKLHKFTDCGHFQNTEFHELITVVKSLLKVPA
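Test system: recombinant human RBBP9. Quantity: 2.5 µM RBBP9 dispensing solution, before mixing. Detection: FP readout at 525/598 nm. Reagent: Serine-hydrolase probe FP-Rh, 375 nM pre-mixing. Measure: % inhibition. Control set: DMSO-treated enzyme wells and wells lacking RBBP9. Buffer or medium: Tris-NaCl-Pluronic buffer, pH 8.0. Times: preincubation 30 min plus labeling 45 min at 25 °C.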
m-calpain inh = inhibitors of pig calpain II, primary screen, biochemical, fluorogenic peptide substrate, 1536-well; purified calpain II, 30 min; inhibition, % at 16 µM; hit rate 0.37% among 220,000;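 active = inhibition above about 50%, limit read from the data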
Runt-SMMHC FRET = inhibitors of RUNX1 Runt–CBFb-SMMHC binding, primary screen, biochemical, FRET, Cerulean-Runt, Venus-CBFb-SMMHC, uHTS; inhibition, % at 20 µM; AID 1434, 2008; Runt-related transcription factor 1 (Homo sapiens) + Core-binding factor subunit beta …; hit rate 0.74% among 220,000; Cerulean-Runt/Venus-CBFb-SMMHC FRET ratio 530/480, 1 h;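 active = mean inhibition across duplicate retests at 20 µM reaching about 50%, limit read from the data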;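 note: 0% = DMSO wells and 100% = wells with excess untagged CBFb-SMMHC; inhibitors lower the FRET ratio by blocking Runt binding to CBFb-SMMHC; some results filed as inactive read as strong as hits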
EBV gp42 block = Epstein-Barr virus gp42 inhibitors, primary screen, biochemical, uHTS, fluorescence polarization. Fluorescence polarization binding assay, mP read-out. hit rate 0.42% among 220,000. inhibition, % (tested at 21.74 µM); in the data active = inhibition above about 50%
Target sequence (Q1HVG2 whole entry, looked up): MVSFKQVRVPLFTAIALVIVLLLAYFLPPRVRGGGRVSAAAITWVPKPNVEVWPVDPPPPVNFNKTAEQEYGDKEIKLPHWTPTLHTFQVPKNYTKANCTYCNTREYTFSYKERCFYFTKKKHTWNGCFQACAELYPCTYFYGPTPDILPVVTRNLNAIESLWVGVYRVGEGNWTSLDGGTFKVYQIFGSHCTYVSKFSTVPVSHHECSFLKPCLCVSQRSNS
Furin inh = human furin inhibitors, primary screen, biochemical, fluorescence intensity. AID 463115, 2010. P09958. inhibition, % at 30 µM. purified furin, fluorogenic substrate cleavage. hit rate 0.061% among 220,000; in the data active = inhibition above about 25%; note: inactives centre near -15
Target sequence (P09958 108-714 limits assumed): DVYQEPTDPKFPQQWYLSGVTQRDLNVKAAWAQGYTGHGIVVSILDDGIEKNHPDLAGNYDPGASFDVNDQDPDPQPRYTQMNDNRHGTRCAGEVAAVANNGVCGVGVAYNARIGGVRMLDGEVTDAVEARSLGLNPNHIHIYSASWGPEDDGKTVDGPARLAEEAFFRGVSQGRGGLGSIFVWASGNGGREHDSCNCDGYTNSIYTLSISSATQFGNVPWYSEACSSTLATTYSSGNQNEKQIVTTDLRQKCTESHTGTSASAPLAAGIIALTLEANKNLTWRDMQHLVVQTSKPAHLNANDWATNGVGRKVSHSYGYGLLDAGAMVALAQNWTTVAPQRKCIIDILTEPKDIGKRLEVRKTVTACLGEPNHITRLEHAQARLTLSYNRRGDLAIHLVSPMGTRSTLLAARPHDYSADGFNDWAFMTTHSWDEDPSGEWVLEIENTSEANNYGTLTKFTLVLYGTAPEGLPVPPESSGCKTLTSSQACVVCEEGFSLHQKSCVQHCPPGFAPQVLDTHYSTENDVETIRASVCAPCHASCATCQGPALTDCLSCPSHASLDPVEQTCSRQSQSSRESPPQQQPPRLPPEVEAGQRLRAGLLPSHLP
Tb hexokinase = Trypanosoma brucei hexokinase 1 inhibitors, primary screen, biochemical, G6PDH-coupled NADH absorbance, MLSCN library | recombinant TbHK1, G6PDH-coupled NADH A340 | hexokinase 1 [Trypanosoma brucei] | hit rate 0.11% among 220,000 | inhibition, % at 10 µM;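 active = inhibition of 50% or more in the single-dose primary screen; inactive = inhibition below 50%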
Numbers without * were called inactive; i = inactive; . = not tested or not shown; [ ] = remark or other dose.

SMILES	p47phox inh	p97 inhibitor	Runt-CBFb FRET	RBBP9 inh	m-calpain inh	Runt-SMMHC FRET	EBV gp42 block	Furin inh	Tb hexokinase
CCOC(=O)c1cc2ccc3ccccc3c2s1	-4	1	0	2	23	-6	-13	6[20 µM]	2
O=C(Nc1ccc(C(=O)N2CCCC2)cc1)c1ccccc1[N+](=O)[O-]	-1	0	1	6	26	3	-18	-23	2
COc1cccc(-n2nnc3c(=O)n(C/C=C/c4ccccc4)cnc32)c1	-16	4	0	-6	-4	-2	8	-16	-4
COCCCNC(=S)N/N=C/c1ccc(OC)cc1	-8	8	0	6	3	-1	-7	0	-45
CCn1nc(C)c(NC(=O)/C=C/c2cnn(C)c2)c1C	-8	2	-2	-4	-33	-20	11	-17[20 µM]	0
CC(=O)C1C(c2ccc(F)cc2)NC(=O)NC1(O)C(F)(F)F (stereo not given)	-3	-1	-2	-5	2	3	-8	-5	51*
CCNc1nc(Oc2ccc(=O)[nH]n2)nc(SC)n1	3	1	0	0	4	-2	-8	-17[20 µM]	-1
Cc1cc(=O)n2nc(N3CCC(C(=O)N4CCN(C)CC4)CC3)sc2n1	-7	3	-2	6	-15	2	1	-23	0
Fc1cnc(N2CCc3ccccc32)nc1N1CCc2ccccc21	-13	5	4	2	-154	1	-17	-22[20 µM]	-16
COc1ccc(C(=O)Nc2sc(C)c(C)c2CN2CC(C)OC(C)C2)cc1 (stereo not given)	-34	4	-2	-7	-254	-6	-3	-25	-5
Cc1cc(C)c(S(N)(=O)=O)c(C)c1N(C)S(=O)(=O)c1ccccc1	-13	-1	0	-4	-13	1	-5	-8	3
COc1ccc2nc(SCC(=O)NCC(F)(F)F)[nH]c2c1	-2	1	-2	-3	-25	-8	-11	-15	1
C=CCc1cc(Cl)ccc1OCCNCCCOC	-7	8	-2	0	-2	2	-15	-10	7
COCCCNC(=O)CC(=O)N/N=C\c1ccc(SC)cc1	-14	-1	2	-8	-36	-9	-3	-9	-22
Cc1cc(-c2ccccc2)nc(Cl)c1C#N	-11	-2	-5	-2	19	1	1	-17	-3
CCOc1ccc(S(=O)(=O)Nc2ccccn2)c2ccccc12	-11	5	0	-6	-9	5	-7	-15[20 µM]	1
COc1ccc(Cn2c(C)nnc2-c2cnn(C)c2N)cc1OC	3	5	3	2	-26	1	-13	-22	-6
C#CCN(Cc1ccco1)C(=O)c1cc(COc2ccc(F)cc2Cl)on1	-1	-2	.	-5	21	.	7	-4	-1
Cn1c(-c2cc3ccccc3oc2=O)nc2ccccc21	6	7	0	-9	-20	1	-22	-29	-38
CC(C)NS(=O)(=O)c1ccc(OCC(=O)N(C)Cc2ccccc2)cc1	7	-2	0	-8	-17	5	-11	-4[20 µM]	-8

Record cards, as listed above. Screens in order: p47phox inh	p97 inhibitor	Runt-CBFb FRET	RBBP9 inh	m-calpain inh	Runt-SMMHC FRET	EBV gp42 block	Furin inh	Tb hexokinase
COc1ccc(Cn2c(C)nnc2-c2cnn(C)c2N)cc1OC is listed with 3	5	3	2	-26	1	-13	-22	-6
CCOc1ccc(S(=O)(=O)Nc2ccccn2)c2ccccc12 is listed with -11	5	0	-6	-9	5	-7	-15[20 µM]	1

The list goes on.
SMILES	p47phox inh	p97 inhibitor	Runt-CBFb FRET	RBBP9 inh	m-calpain inh	Runt-SMMHC FRET	EBV gp42 block	Furin inh	Tb hexokinase
OCCNCc1cc(Br)ccc1OCc1ccc(Cl)cc1Cl	-4	-3	-3	-4	30	3	-3	-23[20 µM]	5
COC(=O)Nc1ccc(S(=O)(=O)N2CCCCCC2)cc1	-5	0	-1	-7	-17	-1	7	-17[20 µM]	6
CCOC(=O)/C(=N\Nc1ccc(C(C)=O)cc1)c1csc(Nc2ccccc2)n1	-12	0	-121	-1	-157	-193	-64	-8	-21
CCOC(=O)N1CCN(C(=O)CS(=O)(=O)c2cn(Cc3ccccc3C)c3ccccc23)CC1	-5	5	1	1	9	-2	4	-15[20 µM]	6
Cc1ccc(CNC(=O)CSc2nc(C)cc(C)c2C#N)cc1	-12	-1	-3	-10	-21	106	-16	-18	3
O=c1c2ccccc2oc2nc(-c3ccco3)n(Cc3ccccc3)c(=O)c12	-23	-1	-2	-6	-28	-9	-6	-6	-14
CCOC(=O)C1=C(CN2CCN(c3ccc(F)cc3)CC2)NC(=O)NC1c1cccs1 (stereo not given)	-1	2	-2	-2	44	1	-2	-14	3
Cc1nn(CC(=O)c2ccc(Br)s2)c(C)c1[N+](=O)[O-]	-56	7	2	-1	10	-8	-42	-18	-9
CCOC(=O)C1=C(C)N(C2CCCCC2)C(=O)C1	-4	2	-2	-5	-17	3	-3	-23	-1
CC(=O)c1ccc(N2CCN(C(=O)CCCn3c(=S)[nH]c4cc5c(cc4c3=O)OCO5)CC2)cc1	-15	6	-4	-10	-32	-11	0	-4	-20
COc1ccc(NC(=O)CC(=O)Nc2ccc(OC)cc2OC)c(OC)c1	-5	1	1	-3	-9	2	-11	-15[20 µM]	-5
COc1ccc(Br)cc1-c1noc(-c2ccccc2)n1	5	3	-2	-2	-11	0	-15	-19[20 µM]	-1
O=c1sc(N2CCN(c3ccccc3F)CC2)nc2ccsc12	-28	-8	0	-10	-26	3	-9	-12	3
Cc1cccc2sc(N(CCCN(C)C)C(=O)c3nc4ccccc4s3)nc12	-5	6	0	-10	-316	0	-10	-6	20
COc1cc(C(=O)N2CCc3ccccc32)ccc1OCc1c(C)noc1C	-11	4	0	-4	10	2	-20	-25	-11
CCN(C(=O)COC(=O)c1ccc2[nH]c3c(c2c1)CCCC3)C1CCS(=O)(=O)C1 (stereo not given)	-7	3	1	-9	-14	2	-21	-13	2
Cc1ccc(C)c(NC(=S)NCCc2ccc(F)cc2)c1	-15	1	-1	-8	-5	-4	-8	-12	-6
O=C1[C@@H]2C(c3cccnc3)=NO[C@@H]2C(=O)N1c1ccc(Cl)cc1Cl	-13	9	9	1	11	1	-15	-5	-5
COc1cccc(C(=O)NC(=S)Nc2ccc3c4c(cccc24)CC3)c1	-19	-3	7	-7	19	1	-7	-9	-2
CCOC(=O)C1=C(Cn2cnc3ccccc32)NC(=O)NC1c1ccc(OC)cc1 (stereo not given)	-11	1	0	-3	28	1	-4	-17[20 µM]	-1
CC(C)Cc1cc(C(=O)Nc2ccc(F)cc2F)no1	-8	1	2	-2	-15	-4	-3	-13	-2
COc1ccc(C2=Nn3c([n+](C)c4ccccc43)SC2)cc1	-1	-5	5	-5	22	3	-2	-1	-8
COc1ccc2[nH]c(=O)c(CN(C(=O)c3ccccn3)c3ccccc3)cc2c1	9	-3	1	-11	-63	7	-5	-14	-13
CC(=O)Nc1ccc(N(C(=O)c2cnccn2)C(C(=O)NC2CCCCC2)c2ccc(O)cc2)cc1 (stereo not given)	-8	-1	1	-2	-40	-2	-4	-29	-3
CC(NC(=O)c1ccc(Cl)c(Cl)c1)c1ccc(-c2ccccc2)cc1 (stereo not given)	-5	7	-1	-2	-7	1	-11	-34	-7
CN(C)C(=O)CN1CCN(Cc2nc(CC3CC3)no2)CC1	-1	1	-2	-5	-13	0	2	-15	-17
O=Cc1cccc(Oc2ncccn2)c1	-6	-1	1	-12	-1	0	-11	-9	3
CC1=CC=CC2=NC(=O)CC(C)(C(=O)N(CC(=O)NC(C)C)C3CCCC3)N12 (stereo not given)	7	4	2	-2	-303	4	-7	0[20 µM]	-17
CC(=O)Nc1ccc(NC(=O)CCCSc2nc3ccccc3[nH]2)cc1	-3	6	3	4	-26	1	-7	-13	-2
CCNC(=O)N(C(=O)NCC)n1c(C)nnc1C	6	0	-2	-6	-7	3	1	-32	3
COc1cc2cc(CN(Cc3cccs3)C(=S)Nc3cccc(C)c3)c(=O)[nH]c2cc1OC	-13	0	-7	2	-45	0	4	-6	-23
CCOc1ccc(NC(C)c2cc(Cl)ccc2O)cc1 (stereo not given)	-18	-11	-1	-4	-7	-17	-2	6[20 µM]	4
COc1ccc(CNC(=O)Cn2cncn2)cc1OC	-6	1	0	-10	34	1	-1	-3	6
C/C(=N/NC(=O)Cn1nc2ccccc2n1)c1ccc(F)cc1	3	2	0	8	-5	-5	6	-21	30
Cn1c(=O)n(C)c2cc(/C=N/NC(N)=S)ccc21	-4	3	0	-8	-10	1	-8	-2	-53
Cc1c(Cl)c([N+](=O)[O-])nn1CCCC(=O)Nc1cc(Cl)ccc1Cl	-6	-8	3	3	26	0	4	-5	-1
NC(=O)C1CCN(C(=O)c2cc3n(n2)C(C(F)(F)F)CC(c2ccco2)N3)CC1 (stereo not given)	-19	-4	2	4	-25	-4	-7	-8	1
Cc1cc(N2CCOCC2)nc(-c2ccc([N+](=O)[O-])cc2)n1	-7	-3	.	-6	17	-2	-12	-8[20 µM]	-6
CCN1C(=Nc2ccc(Cl)cc2)SC/C1=C\C(=O)OC	-6	-9	-3	-12	-23	-1	-13	4	10
CCN(CC)S(=O)(=O)c1ccc(NC(=O)c2cc(C(=O)OC)cc([N+](=O)[O-])c2)cc1	-6	4	-2	-1	5	1	-20	-14	-2
COc1cccc(NC(=O)Cn2c(=O)n(-c3ccccc3)c(=O)c3oc4ccccc4c32)c1	-9	2	-2	16*	-6	-4	-19	-7	3
COc1ccc(C/C(C)=N/Nc2nc(C)cc(=O)[nH]2)cc1	-9	4	2	0	-10	-2	-13	-17	-3
CN(C(=O)COC(=O)/C=C/c1cn(-c2ccccc2)nc1-c1ccc2c(c1)OCCO2)C1CCS(=O)(=O)C1 (stereo not given)	-16	10	-4	-9	-137	-2	-20	-6	-19
CCCOc1ccc(-c2nc(=S)[nH][nH]2)cc1	-7	4	27	-8	-7	35	-5	-17[20 µM]	11
CCN(CC)CCN1C(=O)C(=O)/C(=C(/O)c2ccc(F)cc2)C1c1cccnc1 (stereo not given)	-6	0	0	-9	5	14	2	-20	-29
N#C/C(=C\c1ccccc1)c1nc2ncccc2[nH]1	-12	6	2	3	13	0	8	-5[20 µM]	-40
c1ccc(-c2nnn(C34CC5CC(CC(C5)C3)C4)n2)cc1	-2	6	-1	4	20	0	-11	-14	-1
CC(C)Sc1nc(SCC(=O)O)c2c3c(sc2n1)COC(C)(C)C3	-11	-6	2	-1	9	-3	-9	-3	-12
O=C1CSC(c2cn(-c3ccccc3)nc2-c2cc3ccccc3oc2=O)N1Cc1ccccc1 (stereo not given)	-159	-4	-1	-4	-90	3	-3	-12[20 µM]	-6
CCOc1ccc2nc(NC(=O)c3cc([N+](=O)[O-])ccc3N3CCOCC3)sc2c1	-10	4	-2	-4	-26	0	-9	-23	-33
Nc1ccc2nc3c(=O)n(C4CCCCC4)c(=O)[nH]c3nc2c1	-15	11	i	9	-8	-81	152*	-7	-16

High-throughput results: PubChem BioAssay, several laboratories

Outcome played no part in choosing rows. Share with any hit: about 2.7%.
